# Tat export inh: E. coli Tat transport inhibition | E. coli MC4100 TorA-mCherry Tat export, fluorescence | inhibition, % at 10 µM | 340,000 compounds, 0.036% hits | AID 488895;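 active means mean replicate inhibition at least 50% and at least half of replicates individually reaching 50%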;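 further: exported cargo escapes ClpAP degradation while cytoplasmic cargo is degraded and loses fluorescence; 0% = median of neutral control wells and 100% = median of NaSCN control wells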
# Pemphigus Ab inh: inhibitors of pemphigus antibody binding to human desmoglein-3; DSG3-coupled beads, scFv-anti-DSG3-GFP binding, flow cytometry; active compounds read low; binding (percent of control), % at 10 µM; 310,000 compounds, 0.48% hits;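 active means binding more than 3 SD below its plate's average and above zero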;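 further: hits lower antibody fragment binding to DSG3; some compounds called inactive have numbers as strong as hits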
# Ecoli viability: bacterial growth inhibition, counter-screen for AddAB inhibitors. 330,000 compounds, 0.27% hits. inhibition, % at 11.9 µM. E. coli V3065 growth, OD600 absorbance, 18 h. AID 449728;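 active means inhibition above the campaign's mean inhibition across all tested compounds plus 3 SD, cut at about 9.9% in these data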;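 further: uninfected addAB+ strain grown without phage in ampicillin broth; 0% = DMSO wells and 100% = ciprofloxacin 0.95 µg/ml wells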
# PfHsp90 yeast 2: growth inhibition of yeast expressing Plasmodium Hsp90; S. cerevisiae expressing PfHsp90, BacTiter-Glo ATP, 48 h; yeast lacking PDR1 and PDR3 efflux regulators; inhibition, % at 9.4 µM; 310,000 compounds, 0.32% hits; AID 504621;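 active means every replicate shows inhibition above about 80%, whatever the replicate mean, limit read from the data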;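 further: 0% = DMSO neutral controls and 100% = 20 µM radicicol positive controls; yeast relying on Plasmodium falciparum Hsp90 in place of its own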
# OPRM1-OPRD1 inv: inverse agonist of human OPRM1-OPRD1 heterodimerization; P35372+P41143; cell-based MOR-DOR heterodimer luminescence, inverse agonism; inhibition, % at 9.3 µM; 340,000 compounds, 0.21% hits; in the data active means inhibition above about 22%, passing the limit was not always enough;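 further: 0% = cells with DMSO and 100% = wells without cells with DMSO; values of inactives mirror those of a sister screen read the other way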
# Target sequence (P35372 whole entry, looked up): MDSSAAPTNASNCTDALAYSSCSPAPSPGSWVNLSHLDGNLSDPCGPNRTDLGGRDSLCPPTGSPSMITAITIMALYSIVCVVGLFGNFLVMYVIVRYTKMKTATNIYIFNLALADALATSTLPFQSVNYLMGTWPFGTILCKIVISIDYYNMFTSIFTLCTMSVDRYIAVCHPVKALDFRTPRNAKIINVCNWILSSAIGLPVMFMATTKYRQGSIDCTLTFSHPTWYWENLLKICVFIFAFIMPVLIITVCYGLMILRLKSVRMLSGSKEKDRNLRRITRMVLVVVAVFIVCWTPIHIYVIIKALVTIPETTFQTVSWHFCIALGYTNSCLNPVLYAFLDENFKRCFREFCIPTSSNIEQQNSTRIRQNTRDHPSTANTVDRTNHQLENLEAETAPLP
# Target sequence (P41143 whole entry, looked up): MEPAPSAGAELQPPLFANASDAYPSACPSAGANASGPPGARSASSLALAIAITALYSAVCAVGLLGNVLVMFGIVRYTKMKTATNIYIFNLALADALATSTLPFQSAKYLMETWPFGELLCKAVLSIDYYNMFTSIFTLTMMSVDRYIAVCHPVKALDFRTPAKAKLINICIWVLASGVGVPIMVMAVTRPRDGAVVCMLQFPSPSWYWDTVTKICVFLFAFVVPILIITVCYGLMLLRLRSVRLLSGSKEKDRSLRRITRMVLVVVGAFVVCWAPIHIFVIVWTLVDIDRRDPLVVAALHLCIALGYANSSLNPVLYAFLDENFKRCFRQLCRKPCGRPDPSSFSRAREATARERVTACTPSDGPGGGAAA
# AddAB inh: less growth of phage-infected E. coli with AddAB. inhibition, % at 11.9 µM. 330,000 compounds, 0.29% hits. E. coli expressing H. pylori AddAB, absorbance growth; in the data active means inhibition above about 12%;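 further: 0% = vehicle wells of infected cells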
# PKA-R1A act: activators of PKA-R1A complex | P00514+P68181 | PKA-R1A dissociation, Cy5-IP20 fluorescence polarization; scaled: DMSO 0%, 113 µM cGMP 100% | activation, % at 11.4 µM | 340,000 compounds, 0.083% hits | AID 504707;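 active means percent activation above the mean of all tested compounds plus 3 SD, cut at about 19% in these data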;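 further: higher means more PKAc released from R1A so a rise in polarization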
# OPRM1-OPRD1 ag: agonists of human mu-delta opioid receptor heterodimerization. P35372+P41143. cells, OPRM1-OPRD1 heterodimerization, luminescence. activation, % at 9.3 µM. 340,000 compounds, 0.3% hits. AID 504326; in the data active means activation above about 18%;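 further: 0% = vehicle-treated cells and 100% = reference agonist; values of inactives mirror those of a sister screen read the other way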
# phage Ecoli inh: E. coli growth loss with phage present; growth absorbance; inhibition, % at 11.9 µM; 360,000 compounds, 0.26% hits; AID 651602; in the data active means inhibition above about 11%
# Arr AP2 block: inhibitors of human beta-arrestin and AP2 interaction; FITC-arrestin peptide / GST-AP2 beads, flow cytometry; AP2 beta2 appendage carries R879A mutation; inhibition, % at 10 µM; 340,000 compounds, 0.31% hits; AID 504490;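 active means inhibition above a set limit, near 3 SD of compounds lacking own fluorescence, cut at about 54% in these data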;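 further: plate controls were DMSO wells for no effect and 5 µM unlabelled arrestin peptide for full effect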
#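 Test system: GST-tagged AP2 beta2-adaptin appendage (R879A) on 4 µm glutathione beads; also added: fluorescein-tagged arrestin peptide at 50 nM final; timing: 12 min plus 1 h, RT; signal: flow cytometry, FL1 (488/535 nm); read-out: percent drop in bead-associated FITC signal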
# Mot1-301 SUMO: blocks SUMOylation pathway, rescuing yeast Mot1-301 growth | 320,000 compounds, 1% hits | growth rescue, % at 18.8 µM | AID 2716 | S. cerevisiae Mot1-301 growth rescue, ATP luminescence, 38.5C; percent above DMSO median, 100 means doubled;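 active means every valid replicate shows activation above 250% relative to neutral control wells; inactive means the rest, any valid replicate at or below 250%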;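 further: OY570 slx delta 5 strain wells were the positive control but not used for scaling; some compounds called inactive have numbers as strong as hits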
# Numbers without * were called inactive; nt = not tested or not shown; & = joins results of further samples.
no.	Compound	Tat export inh	Pemphigus Ab inh	Ecoli viability	PfHsp90 yeast 2	OPRM1-OPRD1 inv	AddAB inh	PKA-R1A act	OPRM1-OPRD1 ag	phage Ecoli inh	Arr AP2 block	Mot1-301 SUMO
1	CC1=C(C(=O)Nc2ccccc2C(=O)NC2CCC(C)CC2)SCCO1 (stereo unspecified)	-1	nt	-1.7	-2	3	1.1	0	-0.6	-1.1	-10	7
2	O=[N+]([O-])c1ccc(OCCCCN2CCCCC2)cc1	-12	102	-0.5	9	19	2.9	-9	-3.6	3.9	-9	12
3	COc1ccc(S(=O)(=O)N2CCN(CC(=O)Nc3cc(OC)cc(OC)c3)CC2)cc1	-5	94	-2.1	10	16	3.8	-2	-3.1	0.2	-5	23
4	COc1ccc(C(=O)C2CCCN(C(=O)C3=CCCC3)C2)cc1OC (stereo unspecified)	-8	104	1.9	23	8	0.2	-1	-1.6	1.2	59*	15
5	CCc1oc2ccccc2c1C(=O)c1cc(Br)c(O)c(Br)c1	-2&5	98	-2.5	-2	4	-1.3	3	-0.6	4.1	-13	-34&-8
6	O=C(NCc1cccs1)c1ccc(CS(=O)Cc2ccccc2Cl)o1 (stereo unspecified)	-1	102	2.1	0	12	3.3	-2	-2.4	3.3	5	-3
7	COc1ccc(OC)c(NC(=O)CSc2nnc(Cc3cccn3C)n2-c2ccc(F)cc2)c1	1	103	0.9	-19	0	4.8	-3	0.1	0.5	5	-22
8	Cc1cccc(Nc2nnc(SCC(=O)Nc3cccc(S(=O)(=O)N4CCCCC4)c3)s2)c1	2	99	0.6	-27	-14	1.1	5	3.2	-0.3	-15	-13
9	COc1ccc(OCC(=O)Nc2cc(S(=O)(=O)N3CCCC3)ccc2OCC(F)(F)F)cc1	2	99	nt	5	12	nt	1	-2.3	-0.9	-8	nt
10	OC1=C(O)c2nc3cc(C(F)(F)F)ccc3nc21	5	111	-2.9	-20	28	0.4	-1	-5.4	-0.5	0	6
11	O=C(c1cccc(C(F)(F)F)c1)C1CCCN(Cc2cccn2-c2ccccn2)C1 (stereo unspecified)	3	99	2.6	-88	6	-1.0	-4	-1.2	5.5	-12	-9
12	CCCC1=C/C(=C/c2ccc(-c3ccccc3OC)o2)C(=O)O1	2	94	-1.1	-1	3	-1.6	3	-0.5	1.9	7	-14
13	C=CCNC(=O)c1c(N)n(-c2cccc(S(N)(=O)=O)c2)c2nc3ccccc3nc12	-9	114	2.6	-11	2	3.2	0	-0.5	2.1	21	-3
14	O=C(CSCc1ccccc1)NCc1ccc2c(c1)OCO2	7	103	-1.9	-25	-7	0.8	-3	1.3	-0.6	3	25
15	COC(=O)c1c(-c2ccccc2)c[nH]c1C	-5	115	0.0	8	11	-0.2	6	-2.0	4.0	-3	1
16	CCOc1cc(C2NC(=O)N(C)C(C)=C2[N+](=O)[O-])ccc1OC(C)=O (stereo unspecified)	6	95	-0.5	-21	4	0.8	9	-0.8	3.6	-7	23
17	Cc1cc(C)n2nc(C(=O)OCCOc3cccc(Br)c3)nc2n1	7	nt	-3.6	nt	-2	1.8	-10	0.3	2.8	-6	-1
18	CN1C(=S)SC(C)(C)C1N(O)C(=O)Nc1ccc(Cl)cc1 (stereo unspecified)	0	95	2.3	2	0	5.8	3	0.0	3.3	18	426
19	CCCn1c(CCC(=O)O)ccc1-c1ccccc1	0	93	-0.2	16	13	-0.7	-14	-2.6	4.3	-5	-7
20	CCCCNS(=O)(=O)c1ccc(OC)c(C)c1	0	nt	0.2	-22	10	1.1	-13	-2.4	-0.6	-7	0
21	Cn1c(CN2CCCC2)nc2cc(NC(=O)c3ccc(Cl)cc3)ccc21	10	98	3.1	-12	14	0.3	2	-3.0	1.2	40	nt
22	COc1cccc(/C=N/Nc2ncc(C)c(=O)[nH]2)c1OC	-3	99	0.6	9	7	0.5	-10	-1.6	0.3	-5	15
23	O=C(Nc1ccc(F)cc1F)c1c(C(F)(F)F)ccnc1Oc1ccccc1	nt	116	2.2	nt	nt	1.3	nt	nt	2.5	26	3
24	Cc1cc(C)cc(N(CCC#N)C(=O)COC(=O)C2CCN(c3ccc(C(F)(F)F)cn3)CC2)c1	13	103	0.1	3	-36	0.5	1	5.5	-2.9	9	-9
25	COc1ccc(Nc2nc(C)c(-c3ccccc3)s2)cc1	3	106	1.2	-14	-15	-1.8	-4	2.8	-0.2	1	26
26	O=C(c1cccn(Cc2cccc(Cl)c2)c1=O)N1CCOCC1	-3	98	-0.3	nt	14	1.0	0	-2.8	1.2	1	-12
27	CN(C)C(=S)NC1CCS(=O)(=O)C1 (stereo unspecified)	-6	104	-4.7	-1	18	-0.9	9	-3.5	3.7	-1	-8
28	O=c1c2cn(Cc3ccc(F)cc3)c3ccccc3c-2nn1Cc1ccc(F)cc1	-11	106	nt	-9	7	nt	5	-1.4	1.1	-2	nt
29	CCCCN1CC(COCc2ccccc2)Oc2cccc(Oc3ccc(F)cc3)c2S1(=O)=O (stereo unspecified)	9	102	nt	-20	5	nt	6	-1.2	0.7	2	nt
30	COc1ccc(-n2nnnc2SCC(=O)Nc2c(C)n[nH]c2C)cc1	-5	91	-2.8	-3	9	-1.5	9	-1.8	2.7	0	-21
31	O=C(NCCCc1ccccc1)c1cccs1	-19	104	2.3	3	0	4.8	-6	0.0	1.8	20	-7
32	O=C(NCc1cccs1)NC1CCCCC1	-8	105	-2.4	12	12	-0.6	2	-2.5	1.7	5	-1
33	CCOCCCNC(=O)Cn1ncc2c(=O)oc3ccccc3c21	5	107	0.9	-4	5	-1.4	-7	-0.9	3.9	-2	-4
34	N#Cc1ncc(Cc2ccccc2)nc1C#N	21	117	-2.1	2	-21	0.8	-1	4.2	1.0	-16	25
35	CC(C)CCNC(=O)COC(=O)c1cc(Br)c(Br)s1	-3	99	1.4	6	-26	1.5	10	5.4	-1.8	-5	-2
36	Cc1cccc(C)c1NC(=O)C1C2C=CC(C2)C1C(=O)NCc1ccccn1 (stereo unspecified)	5	96	-0.4	nt	-7	2.2	-1	1.1	4.0	24	-3
37	CC1CCCCC12NC(=O)N(CC(=O)c1ccc3c(c1)OCO3)C2=O (stereo unspecified)	-6	100	0.0	-7	-7	0.0	-6	1.1	-0.2	-4	489
38	COc1ccc(S(=O)(=O)NC2CC(=O)N(c3ccc4c(c3)OCCO4)C2)cc1 (stereo unspecified)	7	100	2.3	-13	-5	0.8	-1	0.7	-0.2	-3	-1
39	COc1ccc(-c2csc(CCn3nc(C)cc3C)n2)cc1	6	104	0.3	-17	10	4.1	8	-1.8	2.0	22	-12
40	CN(C)c1ccc(CNS(=O)(=O)c2ccc3c(c2)NC(=O)CS3)cc1	23	114	1.0	-31	15	6.0	-9	-3.0	0.8	9	17
41	Cc1ccccc1S(=O)(=O)Cc1ccc(C(=O)N2CCN(c3ccc(F)cc3)CC2)o1	1	nt	-3.3	nt	-4	0.3	5	0.8	2.4	-12	-13
42	CCCCCn1c(NC(=O)c2ccco2)c(S(=O)(=O)c2ccc(C)cc2)c2nc3ccccc3nc21	0	106	-2.3	15	-14	-0.9	-15	2.5	-0.7	9	-17
43	O=[N+]([O-])c1cccc(NC(=S)Nc2nc(-c3ccccc3Cl)cs2)c1	-6	107	1.4	-59	15	0.4	6	-2.8	0.3	-6	1
44	CCOC(=O)c1sc(NS(=O)(=O)c2ccc(NC(C)=O)cc2)nc1C	-9	108	-1.7	0	8	-0.6	8	-1.4	1.7	27	8
45	O=C(CNC(=O)c1cccc(F)c1)N/N=C/c1cc(Br)ccc1OCc1ccccc1	-1	192	-1.1	8	-48	-0.8	-6	6.7	0.4	-5	-20
46	O=Cc1cn(CC(O)CN2CCCCC2)c2ccccc12 (stereo unspecified)	-8	101	3.2	-45	12	3.7	7	-2.2	3.4	9	-14
47	Nc1ccc(S(=O)(=O)Nc2nccc(/C=C/c3ccccc3F)n2)cc1	-5	nt	1.0	-6	nt	1.3	nt	nt	4.5	-19	2
48	O=C(c1ncc[nH]1)c1ccccc1C(=O)N1CCOCC1	3	108	-1.0	7	6	-1.0	-1	-1.1	0.1	2	-8
49	COc1ccc(-c2oc3ncnc(NCCCN4CCOCC4)c3c2-c2ccc(OC)cc2)cc1	5	105	-3.9	28	-4	-0.3	-3	0.8	0.6	3	-30
50	O=Cc1nccc2ccccc12	-3	95	nt	-27	6	nt	0	-1.3	0.5	11	nt

# (continued)
no.	Compound	Tat export inh	Pemphigus Ab inh	Ecoli viability	PfHsp90 yeast 2	OPRM1-OPRD1 inv	AddAB inh	PKA-R1A act	OPRM1-OPRD1 ag	phage Ecoli inh	Arr AP2 block	Mot1-301 SUMO
51	O=C(O)CC(Cc1ccccc1)(C(=O)O)c1ccccc1 (stereo unspecified)	0	95	0.4	-21	5	-0.2	3	-1.1	3.5	2	-10
52	CN(C)/C=C1\NC(=S)N(c2ccc(Cl)cc2)C1=O	-6	97	-0.6	6	15	4.4	9	-3.0	3.3	-4	-1
53	CCCC(O)(c1ccc(Cl)cc1)C(CN1CCOCC1)c1ccc(Cl)cc1 (stereo unspecified)	16	94	0.8	-9	-14	-3.4	-6	3.1	-2.2	-2	292*
54	CC(C)Cn1c(C23CC4CC(CC(C4)C2)C3)n[nH]c1=S	0	130	-0.7	-4	-11	2.5	-1	2.4	1.1	-2	32
55	COc1cccc(C(=O)O[C@H]2[C@H](Cc3ccccc3)NS(=O)(=O)[C@H]3C[C@@H]4C=C[C@]23O4)c1	-5	96	-0.9	-5	2	3.0	-15	-0.3	0.2	2	-6
56	Cc1cc(C(=O)Nc2ccccc2C(=O)N2CCCCC2)ccc1[N+](=O)[O-]	1	93	0.6	-5	10	-0.8	-1	-2.1	2.8	5	-8
57	COC(=O)c1cc2c(cc1Cl)SC(=NCCCN1CCOCC1)NS2(=O)=O	-6	90	-2.4	7	10	0.5	8	-1.9	1.3	11	213
58	COCCn1c(-c2ccc(C#N)cc2)nc2c1c(=O)[nH]c(=O)n2Cc1ccccc1	-8	97	0.3	-54	5	4.1	-14	-0.9	2.7	-6	0
59	CN(C)CCCNCCCNC(=O)/C=N/O	-3	96	-0.3	nt	-3	1.8	-2	0.4	3.0	-8	16
60	CCC(C)NS(=O)(=O)c1ccc(NC(=O)C2CCCO2)cc1 (stereo unspecified)	-2	105	-0.2	12	2	2.6	6	-0.5	3.2	7	7
61	COc1ccc(C(=O)NCCc2nnc3ccc(SCC(=O)N4CCOCC4)nn23)cc1	0	113	0.5	0	7	3.4	3	-2.0	1.0	44	48
62	Nc1ccc(N2CCOCC2)c2nonc12	-18	97	3.0	-34	-2	0.5	-7	0.4	2.4	11	-3
